SKN-1 block = suppressors of acrylamide-induced Pgst-4::GFP reporter in worms, primary screen, SKN-1 inhibitor project, whole organism, uHTS, GFP/RFP fluorescence ratio, strain VP596 | actives 0.49% (n = 360,000) | C. elegans VP596 Pgst-4::GFP/RFP ratio, 24 h | AID 624304, 2012 | inhibition, % at 21.8 µM;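 active = interference check ratio from 0.5 to 1.5 plus GFP to RFP signal ratio inhibition reaching or exceeding a fixed threshold, cut at about 30% in these data, passing the limit was not always enough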; also: some compounds called inactive have numbers as strong as hits
CendR NRP1 mod = modulators of CendR peptide binding to NRP-1, primary screen, biochemical, fluorescence polarization, uHTS; Neuropilin-1 (Homo sapiens), O14786; FAM-RPARPAR peptide binding to NRP-1; actives 0.85% (n = 360,000); inhibition, % at 25 µM;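 active = inhibition or corrected inhibition above about 18%, plus a signal ratio from 0.5 to 1.5, limit read from the data, passing the limit was not always enough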; also: strong numbers were not always called active
Target sequence (O14786 whole entry, looked up): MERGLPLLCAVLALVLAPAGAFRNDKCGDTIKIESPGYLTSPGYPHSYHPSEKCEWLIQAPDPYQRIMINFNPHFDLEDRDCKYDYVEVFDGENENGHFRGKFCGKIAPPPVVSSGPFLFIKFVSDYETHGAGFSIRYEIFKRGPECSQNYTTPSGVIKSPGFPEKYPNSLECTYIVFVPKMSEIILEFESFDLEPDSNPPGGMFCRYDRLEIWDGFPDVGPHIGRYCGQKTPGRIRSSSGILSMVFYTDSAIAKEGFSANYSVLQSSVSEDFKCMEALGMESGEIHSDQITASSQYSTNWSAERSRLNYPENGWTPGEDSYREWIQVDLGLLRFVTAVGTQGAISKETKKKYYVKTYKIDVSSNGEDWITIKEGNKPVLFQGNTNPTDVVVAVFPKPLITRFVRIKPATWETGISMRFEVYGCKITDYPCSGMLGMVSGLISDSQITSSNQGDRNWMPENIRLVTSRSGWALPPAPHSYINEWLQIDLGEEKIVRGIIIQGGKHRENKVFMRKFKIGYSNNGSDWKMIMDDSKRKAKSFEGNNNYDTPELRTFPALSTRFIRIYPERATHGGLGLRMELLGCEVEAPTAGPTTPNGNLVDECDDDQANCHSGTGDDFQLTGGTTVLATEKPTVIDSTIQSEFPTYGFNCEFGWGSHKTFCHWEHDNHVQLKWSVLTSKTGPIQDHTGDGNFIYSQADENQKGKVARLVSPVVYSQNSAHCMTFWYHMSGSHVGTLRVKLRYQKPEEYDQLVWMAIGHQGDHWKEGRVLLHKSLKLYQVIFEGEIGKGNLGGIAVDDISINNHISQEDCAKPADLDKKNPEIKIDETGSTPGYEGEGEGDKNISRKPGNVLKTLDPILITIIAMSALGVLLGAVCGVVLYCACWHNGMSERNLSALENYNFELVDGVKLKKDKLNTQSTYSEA
LMPTP inh = LMPTP phosphatase inhibitors, primary screen, biochemical, fluorescence intensity, uHTS; recombinant LMPTP-A, OMFP fluorogenic substrate; Low molecular weight phosphotyrosine protein phosphatase (Homo sapiens), P24666; inhibition, % at 20 µM; AID 651560, 2012; actives 0.22% (n = 360,000);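 active = compounds that cut the enzyme signal by at least half of the control window in the single-dose screen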;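 also: plate controls were DMSO wells with enzyme plus substrate for no effect and substrate without enzyme for full effect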
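Assay system: LMPTP-A enzyme. Input: 0.625 nM LMPTP-A final. Probe or stimulus: 400 µM OMFP. Compound dosing: single 20 µM dose. Schedule: 50 min dark incubation at room temperature. Detection: fluorescence intensity of OMFP turnover product. Read-out: percent inhibition versus substrate-only and uninhibited controls. Benchmarks: no-enzyme low control, uninhibited high control.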
MT1-MMP act inh = blockers of MT1-MMP proenzyme processing, primary screen, HT1080 RFP-PRO-GFP cells, GFP/RFP fluorescence. GFP/RFP ratio fluorescence, overnight; percent of plate control window, DMSO zero. GFP/RFP ratio change, % at 20 µM. Matrix metalloproteinase-14 (Homo sapiens), P50281. AID 651647, 2012. actives 0.061% (n = 360,000);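 active = GFP/RFP ratio change of at least 30% with cell ATP level not reduced by more than half and red fluorescence within 50% of control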; also: strong numbers were not always called active
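Assay system: RFP-PRO-GFP reporter HT1080 cells; read-out basis: GFP/RFP fluorescence ratio; benchmarks: DMSO wells and RFP-L50D-GFP cells; doses: 20 µM single dose, 1% DMSO; schedule: overnight cell settling, then overnight compound exposure, 37 °C, 5% CO2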
Scp-1 inhibitor = Scp-1 phosphatase inhibitors, primary screen, biochemical, colorimetric, uHTS; actives 0.88% (n = 340,000); inhibition, % at 20 µM; Carboxy-terminal domain RNA polymerase II polypeptide A small phosphatase 1 (Homo …; Recombinant Scp1, phosphopeptide, malachite green phosphate absorbance; AID 493091, 2011;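 active = inhibition above about 50% at 20 µM, limit read from the data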;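 also: plate controls were DMSO wells with enzyme for no effect and wells lacking enzyme for full effect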
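Incubation: 45 min enzyme reaction at room temperature / System: truncated SCP-1 phosphatase (76-261aa) / Reagent: Phospho 17-mer peptide substrate / Buffer or medium: Acidic Tris acetate buffer with magnesium and detergent / Signal: absorbance at 630 nm / Doses: one concentration, 20 µM, with 1.0% DMSO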
SUMO1-SIM PPI = modulators of SUMO1 protein-protein interactions, primary screen, biochemical, uHTS. Small ubiquitin-related modifier 1 (Homo sapiens), P63165. SUMO1 binding to a labelled peptide, TR-FRET, 1 h. inhibition, % at 20 µM. actives 0.33% (n = 360,000). AID 602429, 2012; in the data active = inhibition above about 37%
Target sequence (P63165 whole entry, looked up): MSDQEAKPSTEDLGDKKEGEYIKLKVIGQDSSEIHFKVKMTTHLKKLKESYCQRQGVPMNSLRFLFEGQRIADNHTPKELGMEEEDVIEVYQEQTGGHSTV
Rpn11 inh = Rpn11 (PSMD14) deubiquitinase inhibitors, primary screen, biochemical, fluorescence polarization, uHTS. 26S proteasome non-ATPase regulatory subunit 14 (Homo sapiens), O00487. human 26S proteasome, Ub4-pepOG fluorescence polarization; 20S core pre-blocked with epoxomicin. calls only at 20 µM. actives 0.59% (n = 360,000). AID 588493, 2011;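 active = inhibition at 20 µM, scaled to each plate's controls, above about 33%, limit read from the data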
STEP inh = STEP phosphatase inhibitors, primary screen, biochemical, fluorescence intensity, uHTS; actives 0.25% (n = 360,000); AID 588621, 2011; Tyrosine-protein phosphatase non-receptor type 5 (Homo sapiens), P54829; inhibition, % at 20 µM; recombinant STEP, OMFP fluorogenic substrate;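 active = inhibition at 20 µM, scaled per plate between control wells, above about 37%, limit read from the data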;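 also: 0% = DMSO with enzyme and substrate and 100% = substrate only without enzyme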
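medium = Bis-Tris buffer pH 6.0, 2.5 mM DTT, 0.005% Tween 20 | test system = STEP (striatal-enriched tyrosine phosphatase) enzyme, cell-free | measure = normalized % inhibition | compound dosing = 20 µM, 1% DMSO | also added = 25 µM OMFP | schedule = reaction 20 min, ambient temperature | measured by = fluorescence read at 480 nm ex / 540 nm em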
NadD block = inhibitors of S. aureus NadD, primary screen, biochemical, colorimetric, uHTS. Nicotinate-nucleotide adenylyltransferase NadD (Staphylococcus aureus N315). purified NadD enzyme, colorimetric absorbance read-out. inhibition, % at 20 µM. actives 0.78% (n = 360,000); in the data active = inhibition above about 26%; also: some compounds past the cut are filed as inactive
DNMT1 inh = human DNMT1 methyltransferase inhibitors, primary screen, biochemical, molecular beacon, fluorescence, HinP1I cleavage, uHTS; DNA (cytosine-5)-methyltransferase 1 (Homo sapiens), P26358; inhibition (reported as % activation of signal), % at 10 µM; actives 0.83% (n = 360,000); AID 588458, 2011; in the data active = inhibition above about 50%
An asterisk follows results filed as active; i = inactive; / = no result given; & = joins results of further samples. The order is random, and some 3.9% of all compounds hit somewhere here.

Second line of a record – Scp-1 inhibitor	LMPTP inh	DNMT1 inh	SKN-1 block	Rpn11 inh	CendR NRP1 mod	SUMO1-SIM PPI	MT1-MMP act inh	NadD block	STEP inh
1) COCCNC(=O)C(c1ccc(C)cc1)N(C(=O)CCC(=O)Nc1ccccn1)c1cccc(C)c1 (stereo not drawn)
→ -3	-2.6	1	-2	i	7	0	/	-8	-2
2) COc1ccc(C2=Nc3cccc4cccc(c34)N2)cc1
→ -3	10	-21	13	i	0	-1	14	3	9
3) Cc1cccc([C@@H]2[C@@H]3C(=O)N(Cc4ccccc4)C(=O)[C@@H]3[C@]3(C)C(=O)N(c4cccc(F)c4)C(=O)N23)c1
→ -9	-0.6	4	10	i	7	-3	-1	-4	0
4) CC(C)OCCCNCC(O)c1ccccc1 (stereo not drawn)
→ -1	-0.2	-2	-9	i	2	2	-4	-3	-22
5) Cc1[nH]nc2c1C(c1ccc(N(C)C)cc1)C1=C(CC(C)(C)CC1=O)N2 (stereo not drawn)
→ 2	-2.7	-7	5	i	-7	-8	-2	14	1
6) Cc1cc(C)nc(/N=C(\N)Nc2cc([N+](=O)[O-])ccc2C)n1
→ -6	-1.5	0	5	i	12	-15	1	0	4
7) COC(=O)c1c(NC(=S)NC(=O)c2ccco2)sc2c1CCCC2
→ 8	-0.1	17	-1	i	9	-1	-2	1	-1
8) O=C(CNc1ccc(Br)cc1)c1ccccc1
→ -7	-1.8	1	36*	i	-6	7	-2	5	-1
9) Cc1oc(-c2ccccc2Cl)nc1CS(=O)CC(=O)NCc1ccc2c(c1)OCO2 (stereo not drawn)
→ 0	-0.5	1	-10	i	10	1	4	-7	0
10) O=C(O)/C=C(\Oc1ccccc1)C1(O)CCCCC1
→ -2	-1.8	-2	0	i	-1	-3	-7	-2	1
11) CCOc1ccc(NC(=O)C2CC(=O)N(c3cc(C)cc(C)c3)C2)cc1 (stereo not drawn)
→ 0	1.4	-5	-6	i	-12	1	-1	-4	1
12) Cc1cc(C)nc(NCCCc2ccccc2)n1
→ -5	0.6	-1	7	i	15	1	2	-5	-2
13) COc1ccccc1-n1c(C)c(C(C)=O)c2cc(O)ccc21
→ -7	-0.3	-2	4	i	5	4	-5	-8	0
14) O=C(CN1C(=O)S/C(=C\c2ccccc2Cl)C1=O)NC1C=CS(=O)(=O)C1 (stereo not drawn)
→ -10	3.7	2	1	i	13	-14	-8	-2	4
15) Cc1ccc(C23CC4CC(CC(C(=O)NC(C)C(=O)O)(C4)C2)C3)cc1 (stereo not drawn)
→ -6	-1.5	3	-10	i	1	1	-2	-3	0
16) COc1ccc(OCC(=O)Nc2cc(NC(=O)COc3ccc(OC)cc3)cc(C(=O)O)c2)cc1
→ -8	0.0	1	12	i	-6	10	0	-4	2
17) COc1cccc(NC(=O)CN(c2ccc(C)cc2)S(=O)(=O)c2c(C)nn(C)c2C)c1
→ -7	-0.9	-3	19	i	-10	5	-1	3	-3
18) COCc1c(C(=O)OCC(=O)N2c3ccccc3NC(=O)C2(C)C)oc2ccccc12
→ 0	-1.6	2	6	i	4	-4	-7	-4	-2
19) Cc1ccc(NN2C(=O)C=C(c3ccc(Cl)cc3)C2=O)cc1
→ 0	0.3	-2	10	i	-3	4	4	16	0
20) Cc1ccc(-c2nnn(CC(=O)N(CCCO)C(C(=O)NC3CCCC3)c3ccc(F)cc3)n2)o1 (stereo not drawn)
→ -7	-1.1	0	6	i	6	-2	-6	-8	-2

Some of the entries so far, in markdown:
| item | Compound | Scp-1 inhibitor | LMPTP inh | DNMT1 inh | SKN-1 block | Rpn11 inh | CendR NRP1 mod | SUMO1-SIM PPI | MT1-MMP act inh | NadD block | STEP inh |
| --- | --- | --- | --- | --- | --- | --- | --- | --- | --- | --- | --- |
| 14 | O=C(CN1C(=O)S/C(=C\c2ccccc2Cl)C1=O)NC1C=CS(=O)(=O)C1 (stereo not drawn) | -10 | 3.7 | 2 | 1 | i | 13 | -14 | -8 | -2 | 4 |
| 15 | Cc1ccc(C23CC4CC(CC(C(=O)NC(C)C(=O)O)(C4)C2)C3)cc1 (stereo not drawn) | -6 | -1.5 | 3 | -10 | i | 1 | 1 | -2 | -3 | 0 |
| 16 | COc1ccc(OCC(=O)Nc2cc(NC(=O)COc3ccc(OC)cc3)cc(C(=O)O)c2)cc1 | -8 | 0.0 | 1 | 12 | i | -6 | 10 | 0 | -4 | 2 |
| 17 | COc1cccc(NC(=O)CN(c2ccc(C)cc2)S(=O)(=O)c2c(C)nn(C)c2C)c1 | -7 | -0.9 | -3 | 19 | i | -10 | 5 | -1 | 3 | -3 |
| 18 | COCc1c(C(=O)OCC(=O)N2c3ccccc3NC(=O)C2(C)C)oc2ccccc12 | 0 | -1.6 | 2 | 6 | i | 4 | -4 | -7 | -4 | -2 |
| 19 | Cc1ccc(NN2C(=O)C=C(c3ccc(Cl)cc3)C2=O)cc1 | 0 | 0.3 | -2 | 10 | i | -3 | 4 | 4 | 16 | 0 |
| 20 | Cc1ccc(-c2nnn(CC(=O)N(CCCO)C(C(=O)NC3CCCC3)c3ccc(F)cc3)n2)o1 (stereo not drawn) | -7 | -1.1 | 0 | 6 | i | 6 | -2 | -6 | -8 | -2 |

Next records follow.
Second line of a record – Scp-1 inhibitor	LMPTP inh	DNMT1 inh	SKN-1 block	Rpn11 inh	CendR NRP1 mod	SUMO1-SIM PPI	MT1-MMP act inh	NadD block	STEP inh
21) Cc1ccc(C(=O)NCC(=O)OCC(=O)c2ccccc2)s1
→ -7	-1.0	6	9	i	7	4	0	2	-2
22) CC1(C(=O)NS(=O)(=O)C2CC2)CCCN(C(=O)c2cccc(Cl)c2)C1 (stereo not drawn)
→ /	-2.0	65*	5	i	9	1	2	1	-1
23) COc1ccc(CCN(C)Cc2nc(Cc3ccc(OC)c(OC)c3)no2)cc1OC
→ -5	-1.6	-1	-5	i	-9	1	0	-5	3
24) CC1(C(=O)NCCC(F)(F)F)Cc2c(-c3cccc(C(F)(F)F)c3)ccnc2O1 (stereo not drawn)
→ /	-1.0	5	33	i	8	3	-8	-1	1
25) O=C1NC2(CCCCC2)N=C1c1ccc(Br)cc1
→ -2	-1.0	3	5	i	9	0	0	-7	-4
26) Cc1ccc(NC(=O)c2csc(-c3ccccc3)c2C)cc1
→ -22	-0.2	12	4	i	-15	0	-1	-4	-1
27) Cn1c(=O)c2c(nc(N3CCCCCC3)n2CCSc2nc3ccccc3o2)n(C)c1=O
→ -11	-0.3	0	3	i	14	4	2	-4	2
28) CC1CCCCN1CC(=O)Nc1sccc1C#N (stereo not drawn)
→ -5	3.4	-1	-2	i	-25	16	-3	8	-1
29) COc1ccc2c(-c3ccc(S(N)(=O)=O)cc3)c(-c3ccc(S(C)(=O)=O)cc3)sc2c1
→ -11	1.2	-20	-1	i	-4	32	-2	5	1
30) O=C(c1nc2ccccn2c1CNCCCn1ncc2ccccc21)N1CCOCC1
→ -2	-1.0	1	-9	i	-3	1	-1	-1	-1
31) C[C@H](NC(=O)c1ccc(Cl)cc1)C(=O)OCn1nnc2ccccc2c1=O
→ 2	-0.6	1	-17	i	10	-4	-3	-7	0
32) CC(=O)CC1(O)C(=O)Nc2ccccc21 (stereo not drawn)
→ -4	-1.0&-1.1	-1&0	8&9	i	-4&8	-3&-5	4&1	2&-5	1&1
33) CC(C)(C)NC(=O)C(c1ccccc1F)n1c(=O)c(-c2cc3ccccc3[nH]2)nc2ccccc21 (stereo not drawn)
→ /	6.4	/	-2	/	-32	-7	-8	/	/
34) COc1ccccc1NC(=O)COC(=O)c1ccccc1OCC(=O)Nc1ccc(SC(F)F)cc1
→ -14	1.2	-2	-6	i	3	-1	5	-8	2
35) COc1ccc(C(C(=O)NC2CCCCC2)N(C(=O)Cc2c[nH]c3ccccc23)c2ccc(NC(C)=O)cc2)cc1OC (stereo not drawn)
→ 0	-1.0	-4	7	i	-3	-2	0	2	-2
36) O=C(Nc1ccc(F)c(Cl)c1)c1csc([C@@H]2C[C@H](O)[C@@H](CO)O2)n1
→ /	-2.0	0	29	i	-10	7	3	-6	0
37) Cn1c(=O)c2c(C(=O)O)cc(-c3ccccc3)nc2n(Cc2ccccc2)c1=O
→ -13	-1.3	2	-14	i	0	-15	1	1	-1
38) CCOc1ccc(N2C(=O)CC(S/C(N)=N/N=C/c3cccs3)C2=O)cc1 (stereo not drawn)
→ -4	-1.4	15	4	i	9	-2	-4	14	4
39) CN(C)Cc1cc(OCc2ccccc2)cc(CN(C)C)c1O
→ /	0.8	-1	9	i	-3	-3	2	1	-2
40) CCOC(=O)C1=CN(CC2CCCO2)C=C(C(=O)OCC)C1c1ccccc1C(F)(F)F (stereo not drawn)
→ -10	1.9	0	1	i	2	8	-44	-6	4
